STK33 kinase inh: inhibitors of human STK33 kinase. Q9BYT3. AID 2661. inhibition, % at 10 µM. 320,000 tested, 0.073% active. purified STK33, MBP phosphorylation, ADP-Glo luminescence;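 active = inhibition at or above 25%, using the most active replicate where run in duplicate; inactive = inhibition below 25%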
Target sequence (Q9BYT3 whole entry, looked up): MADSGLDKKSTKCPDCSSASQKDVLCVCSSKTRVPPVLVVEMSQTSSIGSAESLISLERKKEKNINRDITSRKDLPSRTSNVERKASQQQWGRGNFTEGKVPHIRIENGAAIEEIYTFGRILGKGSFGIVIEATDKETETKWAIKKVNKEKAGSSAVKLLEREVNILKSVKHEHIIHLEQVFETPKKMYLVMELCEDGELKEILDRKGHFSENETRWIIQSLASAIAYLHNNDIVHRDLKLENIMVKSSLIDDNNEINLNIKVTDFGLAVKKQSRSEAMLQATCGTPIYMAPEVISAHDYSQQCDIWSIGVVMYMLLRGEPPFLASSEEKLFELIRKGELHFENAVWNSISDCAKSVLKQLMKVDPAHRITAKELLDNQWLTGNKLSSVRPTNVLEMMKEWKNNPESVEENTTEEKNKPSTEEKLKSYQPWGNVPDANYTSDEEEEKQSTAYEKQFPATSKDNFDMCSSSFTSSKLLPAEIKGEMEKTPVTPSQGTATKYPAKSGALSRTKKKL
Kir21 inh: blocks the mouse Kir2.1 inward-rectifier potassium channel; B-score at 10 µM; 310,000 tested, 0.85% active; HEK293-Kir2.1, FluxOR thallium flux fluorescence; hits give low values; AID 1672; P35561;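 active = fluorescence ratio B-score at or below minus 3 SD of library scores, with starting-brightness B-score within 2 SD, cut at about -4.2 in these data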;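 note: channel flux triggered by added potassium and thallium sulfate stimulus; B-score of peak minus minimum fluorescence over baseline after thallium stimulus; more negative B-score means stronger Kir2.1 block with less thallium influx; some compounds called inactive have numbers as strong as hits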
Target sequence (P35561 whole entry, looked up): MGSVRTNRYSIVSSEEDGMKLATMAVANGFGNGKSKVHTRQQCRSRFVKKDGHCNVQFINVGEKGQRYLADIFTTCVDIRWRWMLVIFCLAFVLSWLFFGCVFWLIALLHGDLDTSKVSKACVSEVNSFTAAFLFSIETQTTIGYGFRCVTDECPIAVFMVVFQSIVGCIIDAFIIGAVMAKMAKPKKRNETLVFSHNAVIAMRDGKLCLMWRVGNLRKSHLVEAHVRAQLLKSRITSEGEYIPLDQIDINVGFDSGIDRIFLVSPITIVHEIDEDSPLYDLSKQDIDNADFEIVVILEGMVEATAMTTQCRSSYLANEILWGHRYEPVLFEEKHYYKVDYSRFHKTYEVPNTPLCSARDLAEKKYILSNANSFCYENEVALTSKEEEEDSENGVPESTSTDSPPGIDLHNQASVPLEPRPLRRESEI
Starred values were filed as active, the others as inactive.

COc1ccc(N2C(=O)CC(Sc3ncccc3C(=O)O)C2=O)cc1 (stereo not given) was read as STK33 kinase inh 4.8 and Kir21 inh -0.69.
Screening CCN1CCN(C(=O)c2ccc(CNS(=O)(=O)c3cccc(OC)c3)cc2)CC1 returned STK33 kinase inh -0.6 and Kir21 inh -2.9.
Screening O=C(c1cccn2c(=O)c3ccccc3nc12)N1CCN(Cc2ccc3c(c2)OCO3)CC1 returned Kir21 inh -0.6.
For COCCNc1cc(C)nc2c3c(C)cc(C)nc3nn12 the results were STK33 kinase inh 0.5 and Kir21 inh -0.01.
C=C1C(=O)O[C@H]2C[C@]3(C)C([C@@H](OC(=O)/C(C)=C/C)[C@H]12)[C@](C)(O)CC[C@H]3O (stereo not given in full) was read as STK33 kinase inh 0.0 and Kir21 inh -0.01.
Screening O=[N+]([O-])c1cccc(/C=N/Nc2ncc(Br)cn2)c1 returned STK33 kinase inh -0.6 and Kir21 inh 0.85.
Screening CCn1c(SCC(=O)c2ccc(Cl)cc2)nnc1C(C)C returned STK33 kinase inh 0.0 and Kir21 inh -0.07.
`NS(=O)(=O)c1ccc(NC=C2C(=O)OC3(CCCCC3)OC2=O)cc1` gave STK33 kinase inh 0.3 and Kir21 inh 2.7.
Screening O=C(O)c1ccc(COc2c(F)c(F)cc(F)c2F)cc1 returned STK33 kinase inh -0.5 and Kir21 inh 1.1.
For CCOC(=O)C(CSCc1ccccc1)NC(=O)OC(C)(C)C (stereo not given) the results were STK33 kinase inh 0.4 and Kir21 inh -4.3*.
Screening C=CCN(c1nc(C)c(Br)c(OC)n1)S(=O)(=O)c1ccc(C)cc1 returned STK33 kinase inh -0.3 and Kir21 inh 0.01.
Screening CCN1CCN(C(=O)c2ccc(OC3CCN(CCc4ccccc4)CC3)cc2)[C@@H](C)C1=O returned STK33 kinase inh 1.0 and Kir21 inh 0.56.
`CCCC(=O)Nc1nc2ccc(S(N)(=O)=O)cc2s1` gave STK33 kinase inh 6.2 and Kir21 inh 1.4.
Screening Cc1nn(-c2ccccc2)nc1-c1nnc(-c2ccc(C(F)(F)F)cc2)o1 returned STK33 kinase inh -1.2 and Kir21 inh -0.28.
`CCOC(=O)C1CCCN(C(=O)c2cc3nc(-c4cccc(OC)c4)cc(C(F)(F)F)n3n2)C1` (stereo not given) gave STK33 kinase inh -2.4 and Kir21 inh 0.46.
`O=C(Nc1ccccc1O)c1ccc2c(c1)C(=O)N(c1ccccc1)C2=O` gave STK33 kinase inh -0.7 and Kir21 inh 0.2.
Screening Cc1cc(C)c(NC(=O)CN2C(=O)CC(C)S(=O)(=O)c3ccccc32)c(C)c1 (stereo not given) returned STK33 kinase inh -1.5 and Kir21 inh 1.8.
`CC(=O)N(Cc1cccnc1)Cc1cc2ccccc2[nH]c1=O` gave STK33 kinase inh -0.2 and Kir21 inh 0.8.
For O=S(=O)(c1ccc(Cl)c(C(F)(F)F)c1)N1CCN(CC(O)COCC2CCCO2)CC1 (stereo not given) the results were STK33 kinase inh -1.4 and Kir21 inh -0.5.
Screening Cn1ccsc1=NC(=O)c1ccc([N+](=O)[O-])o1 returned STK33 kinase inh -1.7 and Kir21 inh 0.55.
C1=CC2c3ccccc3NC(c3ccncc3)C2C1 (stereo not given) was read as STK33 kinase inh 1.9 and Kir21 inh -0.49.
For O=S(=O)(Nc1ccc(-c2ccc3nncn3n2)cc1)c1cccc(F)c1 the results were STK33 kinase inh -2.2 and Kir21 inh 0.37.
`CCCCC[C@H]1CN(CCCC)C(=O)[C@@H]1CC(=O)NCc1ccc(OC)cc1` gave STK33 kinase inh 0.0 and Kir21 inh -0.48.
Screening Cc1ccccc1C(=O)NCC(=O)c1ccccc1 returned STK33 kinase inh -1.5 and Kir21 inh 0.71.
`Cc1cc(NC(=O)CSc2nnc(Nc3ccccc3C)s2)no1` gave STK33 kinase inh -0.3 and Kir21 inh 0.53.
Screening COc1ccc(CCNC(=O)CCNC(=O)c2ccco2)cc1 returned STK33 kinase inh -3.0 and Kir21 inh -1.3.
`CCOc1cc([N+](=O)[O-])cc(/C=C2/NC(=O)N(Cc3ccccc3F)C2=O)c1O` gave STK33 kinase inh -1.0 and Kir21 inh 1.
For CCCNC(=O)N(CCOC)CC1CCCN(C2Cc3ccccc3C2)C1 (stereo not given) the results were Kir21 inh -0.45.
`CCn1c(CSc2nnc(C)n2-c2ccccc2)nc2cc(S(=O)(=O)N(C)C)ccc21` gave STK33 kinase inh -2.5 and Kir21 inh 0.39.
Screening Cc1ccccc1NC(=O)Cc1nc(COC(=O)c2nc(Cl)ccc2Cl)cs1 returned STK33 kinase inh -0.4.
CCOc1ccc(C(=O)NCC(=O)OCC(=O)N2CCC(C)CC2)cc1 was read as STK33 kinase inh -2.1 and Kir21 inh 0.06.
`O=C(Nc1ccccn1)c1ccc(Cl)c(S(=O)(=O)N2CCCCCC2)c1` gave Kir21 inh 0.11.
Screening Cc1cccc(NC(=O)C2CC(=O)NC(Nc3nc4ccccc4s3)=N2)c1 (stereo not given) returned STK33 kinase inh -0.2 and Kir21 inh -0.43.
Cc1c(NC(=O)C(C)OC(=O)/C=C/c2ccco2)c(=O)n(-c2ccccc2)n1C (stereo not given) was read as STK33 kinase inh -2.3 and Kir21 inh 1.2.
Screening CCOC(=O)c1c(C2CC2)csc1NC(=O)CSCc1c(C)noc1C returned STK33 kinase inh 8.6 and Kir21 inh 0.48.
Screening CCCC(=O)Nc1c(C)nn(C(=O)CCC)c1C returned STK33 kinase inh 0.1 and Kir21 inh -0.81.
O=c1c2ccccc2nc(SCc2nc(-c3ccccc3)no2)n1-c1ccc(F)cc1 was read as STK33 kinase inh -0.9.
`Cc1ccc(NC(=O)c2[nH]cnc2C(=O)NN)cc1` gave STK33 kinase inh -1.0 and Kir21 inh 0.1.
For Cc1cc(C)n(-c2ccc(C(=O)OCC(=O)N(CC(C)C)C3CCS(=O)(=O)C3)cc2)n1 (stereo not given) the results were STK33 kinase inh 1.0 and Kir21 inh -0.14.
For Cc1cc(C)c(C(=O)COC(=O)C2CCN(c3ccc(C(F)(F)F)cn3)CC2)cc1C the results were STK33 kinase inh 0.9 and Kir21 inh 0.49.
COc1cc(OC)cc(C2=NC3(CCC(C)CC3)NC2=S)c1 (stereo not given) was read as STK33 kinase inh 0.2 and Kir21 inh -0.1.
CC(=O)NC(CCS(C)(=O)=O)C(=O)Nc1cccc(C)c1C (stereo not given) was read as STK33 kinase inh -0.5 and Kir21 inh -1.6.
O=C(COC(=O)CCCCCN=C1NS(=O)(=O)c2ccccc21)Nc1ccc(Cl)c(Cl)c1 was read as STK33 kinase inh -1.0 and Kir21 inh 0.06.
For CCCCCn1c(=O)c(C(=O)c2ccccc2)nc2ccccc21 the results were STK33 kinase inh 0.1 and Kir21 inh -1.1.
COc1ccc(C(=O)Nn2cnnc2)cc1OC was read as STK33 kinase inh -0.3 and Kir21 inh 0.69.
For CCOC(=O)COc1c(Cl)cc(C2NC(=S)NC(c3ccccc3)=C2C(C)=O)cc1OC (stereo not given) the results were STK33 kinase inh -1.3 and Kir21 inh 0.06.
O=C(CSc1nc2ccccc2c(=O)n1-c1ccccc1F)N1CCOCC1 was read as STK33 kinase inh -0.2.
Screening Cc1ccc(S(=O)(=O)N(C)c2ccc(OC(=O)COc3ccccc3)cc2)cc1 returned STK33 kinase inh 0.0.
Screening CC(C)(C)c1ccc(C(=O)N2CCN(CCNC(=O)C(=O)Nc3ccc(F)cc3)CC2)cc1 returned STK33 kinase inh 0.2 and Kir21 inh 0.13.
`CC(=O)Nc1ccc(NS(=O)(=O)c2ccc(C)cc2)c([N+](=O)[O-])c1` gave STK33 kinase inh -0.1 and Kir21 inh 1.8.
`O=C(CN1C(=O)NC2(CCOc3ccccc32)C1=O)c1cccs1` (stereo not given) gave STK33 kinase inh -1.4.
Screening NC(=O)CC(NC(=O)c1ccc(Br)cc1)c1ccc(N2CCC(Br)CC2)c([N+](=O)[O-])c1 (stereo not given) returned STK33 kinase inh -0.5 and Kir21 inh 1.4.
Screening O=C(COC(=O)C12CC3CC(CC(C3)C1)C2)NC12CC3CC(CC(C3)C1)C2 returned STK33 kinase inh 0.4 and Kir21 inh 0.3.
For COc1ccc(-c2cc(-c3nnc(COC(=O)CC4CC5CCC4C5)o3)c3ccccc3n2)cc1OC (stereo not given) the results were STK33 kinase inh -2.3 and Kir21 inh 0.7.
Screening C=CC(=O)Nc1ccc(CN2C(=O)N(c3c(Cl)c(OC)cc(OC)c3Cl)Cc3cnc(NCCCCN(CC)CC)nc32)cc1 returned STK33 kinase inh 80*.
O=C(C1CC(=O)N(c2ccccc2F)C1)N1CCOCC1 (stereo not given) was read as STK33 kinase inh 1.4.
CC(=O)OC1C(N2CCCCC2)c2c(ccc(/C=C/C(=O)N3CCCCC3)c2O)OC1(C)C (stereo not given) was read as STK33 kinase inh 5.8 and Kir21 inh -0.49.
`Cc1ccc(C2C(=O)N(C3CCC(C)CC3)CC(=O)N2C2CCCC2)cc1` (stereo not given) gave STK33 kinase inh 0.8 and Kir21 inh -0.82.
CC(Oc1cc2oc(=O)c3c(c2cc1Cl)CCC3)C(=O)NCc1ccccn1 (stereo not given) was read as STK33 kinase inh -1.6 and Kir21 inh -0.91.
For CN(C)/C=C(/C(=O)c1ccc(Cl)c(Cl)c1)S(C)(=O)=O the results were STK33 kinase inh 0.3 and Kir21 inh -0.19.
Screening CCOc1ccccc1Cn1c(=O)sc2ccccc21 returned STK33 kinase inh -0.7 and Kir21 inh 1.1.
CCN1C(=O)C(CC(=O)Nc2ccc(F)cc2)N(Cc2ccc3c(c2)OCO3)C1=S (stereo not given) was read as STK33 kinase inh 0.9 and Kir21 inh 0.67.
Cc1noc(C)c1COc1ccc(C(=O)N2CC(C)CC(C)C2)cc1 (stereo not given) was read as STK33 kinase inh -1.9.
For CC1C/C(=N\NC(=O)c2cccnc2)CC(C)(C)C1 (stereo not given) the results were STK33 kinase inh -0.1 and Kir21 inh -2.1.
CC(C)(C)c1ccc(-n2ncc3c2CCCC3NC(=O)CN2CCCCC2=O)cc1 (stereo not given) was read as STK33 kinase inh -2.4 and Kir21 inh 0.53.
CCOC(=O)c1ccc(NC(=O)CN2C(=O)C3C4C=CC(C4)C3C2=O)cc1 (stereo not given) was read as STK33 kinase inh 0.3 and Kir21 inh 0.75.
`CC1(C)Cc2c(sc3c2C2=NCCN2C=N3)CS1` gave STK33 kinase inh -1.3 and Kir21 inh -1.
Screening COc1ccc(C(=O)NCCCOc2cccnc2)cc1OC1CCN(C(C)=O)CC1 returned STK33 kinase inh -0.2 and Kir21 inh -0.1.
`CC(C)(C)C(=O)NC(=O)Nc1ccccc1C(F)(F)F` gave STK33 kinase inh -1.6 and Kir21 inh 0.02.
For COc1cccc(CN(C)CC(=O)Nc2sc3c(c2C#N)CCC3)c1 the results were STK33 kinase inh -2.1 and Kir21 inh 1.3.
For COc1ccc(C(CC(=O)c2ccccc2)CC(=O)c2ccccc2)cc1 the results were STK33 kinase inh 0.1 and Kir21 inh 0.01.
Screening CC(C)(C)NC(=O)[C@]1(C)CCC[C@@]2(C)C3CC[C@@]4(C)C[C@]3(CCC21)CC4=O (stereo not given in full) returned STK33 kinase inh -4.6.

11 structures from above, ordered by formula weight, low to high:
For CC1C/C(=N\NC(=O)c2cccnc2)CC(C)(C)C1 (stereo not given) the results were STK33 kinase inh -0.1 and Kir21 inh -2.1.
`CC1(C)Cc2c(sc3c2C2=NCCN2C=N3)CS1` gave STK33 kinase inh -1.3 and Kir21 inh -1.
Screening CCOc1ccccc1Cn1c(=O)sc2ccccc21 returned STK33 kinase inh -0.7 and Kir21 inh 1.1.
Cc1noc(C)c1COc1ccc(C(=O)N2CC(C)CC(C)C2)cc1 (stereo not given) was read as STK33 kinase inh -1.9.
For COc1cccc(CN(C)CC(=O)Nc2sc3c(c2C#N)CCC3)c1 the results were STK33 kinase inh -2.1 and Kir21 inh 1.3.
For COc1ccc(C(CC(=O)c2ccccc2)CC(=O)c2ccccc2)cc1 the results were STK33 kinase inh 0.1 and Kir21 inh 0.01.
CCOC(=O)c1ccc(NC(=O)CN2C(=O)C3C4C=CC(C4)C3C2=O)cc1 (stereo not given) was read as STK33 kinase inh 0.3 and Kir21 inh 0.75.
CC(Oc1cc2oc(=O)c3c(c2cc1Cl)CCC3)C(=O)NCc1ccccn1 (stereo not given) was read as STK33 kinase inh -1.6 and Kir21 inh -0.91.
CC(C)(C)c1ccc(-n2ncc3c2CCCC3NC(=O)CN2CCCCC2=O)cc1 (stereo not given) was read as STK33 kinase inh -2.4 and Kir21 inh 0.53.
Screening COc1ccc(C(=O)NCCCOc2cccnc2)cc1OC1CCN(C(C)=O)CC1 returned STK33 kinase inh -0.2 and Kir21 inh -0.1.
CCN1C(=O)C(CC(=O)Nc2ccc(F)cc2)N(Cc2ccc3c(c2)OCO3)C1=S (stereo not given) was read as STK33 kinase inh 0.9 and Kir21 inh 0.67.

(continued)
COC(=O)C(C)Sc1nc2c([nH]c3ccccc32)c(=O)n1C (stereo not given) was read as STK33 kinase inh 1.2 and Kir21 inh -0.32.
Screening COc1ccc(S(=O)(=O)Nc2ccccc2Cl)cc1NC(C)=O returned STK33 kinase inh -1.4 and Kir21 inh -0.02.
`Cc1ccn2c(=O)c(NC(=O)c3ccc(Br)o3)c(C)nc2c1` gave STK33 kinase inh -0.3 and Kir21 inh 0.29.
For COc1ccc(-c2[nH]ncc2CN2CCN(C3CCCCC3)C(=O)C2)cc1F the results were STK33 kinase inh -0.6 and Kir21 inh 0.88.
Screening COc1cccc(/C=N/n2nnnc2N)c1 returned STK33 kinase inh -0.8 and Kir21 inh -0.32.
CCOC(=O)c1[nH]c2ccccc2c1NC(=O)c1ccc(S(=O)(=O)N2CCOCC2)cc1 was read as STK33 kinase inh 1.4 and Kir21 inh 0.1.
Cc1ccc(Cc2cc(C)n[nH]c2=O)cc1 was read as STK33 kinase inh -0.6 and Kir21 inh -0.2.
CCN1CCN(C2=C(NS(=O)(=O)c3ccc(C)cc3)C(=O)c3ccccc3C2=O)CC1 was read as STK33 kinase inh 1.9 and Kir21 inh 0.3.

Source: PubChem (several laboratories)
